From PubChem BioAssay
Epigenetic derep – regulators of epigenetic silencing causing reporter derepression in mouse cells | murine LDR cells, GFP reporter derepression, 30 h | 280,000 tested, 0.2% active | Potency, µM (series often up to 53.9 µM), for inactives: at the highest dose GFP activation, most hits filed as activators; further: potency means the concentration at half of the fitted maximal effect; % of control where 0% means no effect; nearly all actives have a fitted effect of over 60% in size
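Readout is the number of GFP-expressing murine LDR cells, counted by cytometry following washing. Cells were treated with compound for 30 h at 37 C; the stably integrated CMV-GFP locus is normally silent.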
NPSR antag – blocks cAMP signaling of the human neuropeptide S receptor; 220,000 tested, 1% active; Q6W5P4; Potency, µM (highest dose often 38.3 µM), for the others: at the top dose activity change, negative = inhibition, most hits filed as inhibitors; AID 1461; CHO-NPSR cells, cAMP TR-FRET, antagonist mode; further: potency means the concentration at half of the fitted maximal effect; on the % scale 0 is the no-effect control and ±100 the full control effect; nearly all actives have a fitted effect of over 50% in size; many of its hits are not listed in these tables
Target sequence (Q6W5P4 whole entry, looked up): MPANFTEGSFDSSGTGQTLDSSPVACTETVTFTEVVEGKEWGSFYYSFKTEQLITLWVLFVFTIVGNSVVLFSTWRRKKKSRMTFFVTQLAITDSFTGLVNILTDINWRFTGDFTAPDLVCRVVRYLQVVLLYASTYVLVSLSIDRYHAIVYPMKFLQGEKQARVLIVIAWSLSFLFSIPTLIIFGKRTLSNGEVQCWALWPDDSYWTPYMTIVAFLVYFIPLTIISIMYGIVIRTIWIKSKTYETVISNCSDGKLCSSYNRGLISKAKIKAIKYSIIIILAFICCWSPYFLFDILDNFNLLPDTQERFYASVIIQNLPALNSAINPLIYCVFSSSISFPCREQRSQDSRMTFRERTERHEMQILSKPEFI
CBFb RUNX1 block – CBF-beta/RUNX1 interaction disruption; AlphaScreen CBFb-His/RUNX1-biotin binding, biochemical; 230,000 tested, under 10 active; Potency, µM (top dose mostly 59.8 µM), for the others: at the top dose activity, negative = inhibition, actives largely listed as inhibitors; AID 1477; further: % of control where 0% means no effect
Target sequence (Q01196 whole entry, looked up): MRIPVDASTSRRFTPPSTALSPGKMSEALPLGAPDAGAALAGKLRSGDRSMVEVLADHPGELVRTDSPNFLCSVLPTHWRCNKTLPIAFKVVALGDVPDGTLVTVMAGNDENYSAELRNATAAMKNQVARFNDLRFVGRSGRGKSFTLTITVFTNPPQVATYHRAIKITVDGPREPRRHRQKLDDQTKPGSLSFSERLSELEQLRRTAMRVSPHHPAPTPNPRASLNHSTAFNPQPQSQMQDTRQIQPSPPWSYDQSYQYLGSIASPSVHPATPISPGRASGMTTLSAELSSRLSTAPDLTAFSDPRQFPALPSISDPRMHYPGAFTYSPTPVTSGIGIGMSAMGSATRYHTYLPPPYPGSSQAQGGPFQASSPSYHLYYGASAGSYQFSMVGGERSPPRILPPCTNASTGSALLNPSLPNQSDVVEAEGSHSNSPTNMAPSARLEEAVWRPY
Target sequence (Q13951 whole entry, looked up): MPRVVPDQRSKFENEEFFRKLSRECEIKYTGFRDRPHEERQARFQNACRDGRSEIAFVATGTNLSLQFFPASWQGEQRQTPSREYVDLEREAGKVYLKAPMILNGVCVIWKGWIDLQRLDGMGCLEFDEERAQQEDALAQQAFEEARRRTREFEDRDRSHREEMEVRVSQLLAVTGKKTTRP
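Bead-based AlphaScreen assay; binding partners His-tagged CBF-beta and biotinylated RUNX1 at 30 nM each. Compound exposure 15 min after a 20-min protein preincubation; bead step 90 min; all steps at room temperature.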
Luc counter – Kinase-Glo luciferase inhibition (counter-screen); Q27757; Kinase-Glo luciferase, ATP luminescence, 8 min; Potency, µM (titrated, usually from 38.3 µM), without a hit: at the top dose activity change, negative = inhibition, actives largely listed as inhibitors; 200,000 tested, 0.28% active; AID 1379; further: potency means the concentration at half of the fitted maximal effect; on the % scale 0 is the no-effect control and ±100 the full control effect; nearly all actives have a fitted effect of over 60% in size
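Compounds were added to a substrate mix at pH 7.2 (50 mM imidazole, 10 uM ATP, within the enzyme's linear range), followed by Kinase-Glo detection reagent; luminescence was measured after 8 minutes at ambient temperature.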
HTT aggregate – inhibitors of mutant huntingtin aggregate formation in PC12 cells; PC12 HttQ103-GFP aggregates, Acumen cytometry, 40 h; Potency, µM (doses to about 46.1 µM), for the others: at the highest dose activity change, negative = inhibition, most hits filed as inhibitors; 220,000 tested, 1.1% active; AID 1688; further: potency means the concentration at half of the fitted maximal effect; on the % scale 0 is the no-effect control and ±100 the full control effect; nearly all actives have a fitted effect of over 60% in size
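PC12 cells with ecdysone-inducible HTT exon1 Q103-GFP, induced by 100 nM tebufenozide, given compounds in a concentration series. GFP aggregates (1–25 um, 6 SD above background) counted in lysates by laser-scanning cytometry, 488 nm excitation.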
IMPase Li cell – cell-permeable IMPase inhibitors with lithium potentiation | CHO-M1 cells, IP1 TR-FRET (IP-One), carbachol + lithium | 210,000 tested, 0.35% active | Potency, µM (top dose mostly 59.4 µM), for inactives: at the top dose activity, negative = IMPase inhibition, most hits filed as inhibitors;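 further: IP1 builds up when IMPase is blocked and the TR-FRET signal falls; potency means the concentration at half of the fitted maximal effect; plate controls were basal vehicle for no effect and high inhibitor control for full effect; nearly all actives have a fitted effect of over 50% in size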
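CHO-M1, 2000 cells/well, 16–30 h culture; cpd + low Li+, 30 min 37C; lysis with d2-IP1/Eu-anti-IP1 Ab, 10 min RT; TR-FRET 665/620 ratio and 620 channel; AC50 via Hill.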
L3MBTL1 inh – L3MBTL1 (human) inhibition; Potency, µM (highest dose often 57.1 µM), inactives show top-dose activity, negative = inhibition, most hits filed as inhibitors; AlphaScreen L3MBTL1–H3K9me1 peptide binding; AID 485360; 230,000 tested, 0.66% active; Q9Y468; further: potency means the concentration at half of the fitted maximal effect; on the % scale 0 is the no-effect control and ±100 the full control effect; nearly all actives have a fitted effect of over 60% in size
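L3MBTL1 (50 nM) pre-complexed 30 min with biotinylated H3(1-15)K9me1 peptide (75 nM), then compounds added for 30 min at room temperature; AlphaScreen streptavidin donor/nickel chelate acceptor beads (10 ug/mL final) read after 30 min dark incubation.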
Active calls of the source: *; ? = inconclusive; · = no result given; & = joins results of further samples; [ ] = another dose, or the depositor's remark. The call rests on the fitted dose curve; in most records, active means well fitted curve in the direction sought with a large enough effect; inconclusive means small, poorly fitted or top-dose-only effect, or another doubt; inactive means no such curve, though single readings can be large; an effect the other way counts as inactive or inconclusive. The list is partial, so the mix of outcomes need not match the whole.

Keys – A = Epigenetic derep; B = NPSR antag; C = CBFb RUNX1 block; D = Luc counter; E = HTT aggregate; F = IMPase Li cell; G = L3MBTL1 inh
COc1cccc(C(=O)NCC(=O)N2CCC(C)CC2)c1
  A = -1.7% | B = 6%[46.1 µM] | C = 1% | D = -5% | E = -19% | F = -9%[38.3 µM] | G = -2%
C[C@@H](CC(=O)O)[C@@H](N)C(=O)O
  A = 0.8%&-2.7% | B = · | C = 15% | D = -2% | E = · | F = -17%&7% | G = ·
CC(C)c1nc2ccc(Br)cn2c1NC1CCCC1
  A = 0.1% | B = -41% | C = -10% | D = 3% | E = 8%[9.22 µM] | F = 7% | G = ?
COc1cccc(C(=O)OC2CCCN(C)C2)c1 (stereo unspecified)
  A = -1.0% | B = 1%[46.1 µM] | C = 20% | D = -3% | E = 4% | F = 36%[activator][38.3 µM] | G = ·
Cc1cc(C)nc(NS(=O)(=O)c2ccc(NC(=S)NC(=O)C(C)C)cc2)n1
  A = -1.0% | B = -11% | C = -2% | D = 0% | E = -8% | F = 9% | G = 5%
O=C(COC(=O)c1cc(S(=O)(=O)N2CCCCC2)ccc1N1CCOCC1)NC1CCS(=O)(=O)C1 (stereo unspecified)
  A = -3.2% | B = 7% | C = -4% | D = -3% | E = -2% | F = 2% | G = 5%
CC(Nc1ccccc1CO)C(=O)Nc1cccc(Cl)c1Cl (stereo unspecified)
  A = 0.9% | B = -17% | C = -3% | D = 1% | E = -12% | F = 0% | G = ·
CC1(C)CC(CCNC(=O)c2ccc(-n3cnnn3)cc2)CC(C)(C)N1
  A = 1.1% | B = -7%[46.1 µM] | C = 3% | D = -8% | E = 19% | F = -4%[38.3 µM] | G = 2%
CCOC(=O)C1CCCN(C(=O)CNS(=O)(=O)c2ccc(Br)s2)C1 (stereo unspecified)
  A = 0.9% | B = 6%[46.1 µM] | C = 12% | D = -4% | E = -4% | F = 13% | G = -5%
CC[C@H](C)[C@@H]1NC(=O)c2cc([N+](=O)[O-])cc(I)c2SC[C@@H](C(N)=O)NC(=O)[C@H](CCCCN)NC1=O
  A = 0.3% | B = 17% | C = 3%[2.36 µM] | D = -3% | E = -1% | F = -6% | G = 7%
Cc1ccc2c(c1)c(=O)c(Br)c(C)n2Cc1ccccc1
  A = 1.0% | B = -14% | C = 10% | D = 0% | E = -15% | F = 18% | G = 28%
O=S(=O)(c1ccccc1)c1ccc(NCc2ccco2)cc1
  A = -4.1% | B = -15%[46.1 µM] | C = -6% | D = -2% | E = -18% | F = 3%[38.3 µM] | G = -5%
O=C(O)c1ccc(N2CCCCC2)cc1O
  A = -0.3% | B = 5%[7.67 µM] | C = -12% | D = · | E = -8%[9.22 µM] | F = · | G = 2%
Cc1nnc(SCC(=O)N2CCN(S(=O)(=O)c3ccc(Cl)cc3)CC2)[nH]c1=O
  A = 0.7% | B = -5%[46.1 µM] | C = -6% | D = -7% | E = -1% | F = -11%[38.3 µM] | G = -6%
CCN(C(=O)COc1ncnc2sccc12)c1ccccc1
  A = 0.9% | B = 10% | C = 6% | D = 2% | E = -8% | F = -3% | G = ·
CCOC(=O)c1cnc(-n2[nH]c(C)c(Cc3ccccc3)c2=O)[nH]c1=O
  A = 1.1% | B = 0% | C = · | D = -1% | E = 7% | F = 17% | G = 2.8µM*
CC(=O)CSc1nnc(Cc2ccc([N+](=O)[O-])cc2)o1
  A = 1.2% | B = -3%[46.1 µM] | C = 0% | D = 2% | E = 14% | F = 8%[38.3 µM] | G = 9%
CCOC(=O)N1CCN(C(=O)c2ccc3c(=O)n(Cc4ccc(Cl)cc4)c(=S)[nH]c3c2)CC1
  A = 1.0% | B = ? | C = 0% | D = -1% | E = ? | F = 7%[38.3 µM] | G = 4%
Cc1ccc(S(=O)(=O)NCCCNC(=O)N2CCOCC2)cc1
  A = 0.0% | B = -3%[46.1 µM] | C = 0% | D = 5% | E = -19% | F = -16%[38.3 µM] | G = ·
Cn1c(Cn2c(=O)sc3ccccc32)nnc1SCC(=O)NC1CCCCC1
  A = -1.0% | B = 0%[46.1 µM] | C = 1% | D = 0% | E = -21% | F = 4% | G = -4%
Cc1ccnc(NC(=O)CCC(=O)N(CC(=O)NCc2ccccc2)c2ccc3c(c2)OCO3)c1
  A = 2.3% | B = -18%[46.1 µM] | C = 4% | D = 0% | E = 12% | F = 21% | G = -6%
COC(=O)CCCCC1SCC2NC(=O)NC21 (stereo unspecified)
  A = 1.1% | B = -9% | C = 1% | D = -2% | E = -11%[9.22 µM] | F = 12% | G = 2%
COC(=O)c1ccc(C2Nc3ccc(/C(C)=N/NC(=O)C(OC)c4ccccc4)cc3C3C=CCC32)cc1 (stereo unspecified)
  A = 0.0% | B = -13%[46.1 µM] | C = -10% | D = -4% | E = 4% | F = -6%[38.3 µM] | G = -9%
Oc1ccc(Br)cc1-c1cc(-c2ccccc2)n[nH]1
  A = 4.2% | B = -60% | C = 1% | D = 3% | E = -4% | F = 18% | G = 12%[11.4 µM]
Cc1nc2ccc(NC(=O)CCS(=O)(=O)c3ccccc3)cc2s1
  A = 0.0% | B = 23% | C = ? | D = 1% | E = 13% | F = -12% | G = -2%
O=C(COC(=O)c1cccc(C(=O)OCC(=O)NC2CCCCC2)n1)NC1CCCCC1
  A = -0.7% | B = 6%[46.1 µM] | C = 8% | D = -1% | E = -8% | F = -6%[38.3 µM] | G = 15%
O=S1(=O)NC2CCCCCN2c2ccc(F)cc21 (stereo unspecified)
  A = 2.4% | B = -5%[46.1 µM] | C = 5% | D = 1% | E = -8% | F = -7%[38.3 µM] | G = 6%
Cc1cc(C(=O)CSc2nc(N)cc(=O)[nH]2)c(C)n1CCc1ccc(F)cc1
  A = -0.2% | B = -21%[46.1 µM] | C = -10% | D = -2% | E = ? | F = 12%[38.3 µM] | G = -11%
Cc1ccc(S(=O)(=O)N2CC(O)CC2C(=O)OCc2nc3sc(C)c(C)c3c(=O)[nH]2)cc1 (stereo unspecified)
  A = -0.9% | B = 17% | C = -4% | D = -2% | E = -9% | F = 7% | G = -1%
COc1ccc(CCC(=O)Nc2c(C)n(C)n(-c3ccccc3)c2=O)cc1
  A = -0.1% | B = 9% | C = 10% | D = 11% | E = 1% | F = -5% | G = ·

Four of these compounds in another layout.
Cc1nc2ccc(NC(=O)CCS(=O)(=O)c3ccccc3)cc2s1
- Epigenetic derep = 0.0%
- NPSR antag = 23%
- CBFb RUNX1 block = ?
- Luc counter = 1%
- HTT aggregate = 13%
- IMPase Li cell = -12%
- L3MBTL1 inh = -2%

O=C(COC(=O)c1cccc(C(=O)OCC(=O)NC2CCCCC2)n1)NC1CCCCC1
- Epigenetic derep = -0.7%
- NPSR antag = 6%[46.1 µM]
- CBFb RUNX1 block = 8%
- Luc counter = -1%
- HTT aggregate = -8%
- IMPase Li cell = -6%[38.3 µM]
- L3MBTL1 inh = 15%

O=S1(=O)NC2CCCCCN2c2ccc(F)cc21 (stereo unspecified)
- Epigenetic derep = 2.4%
- NPSR antag = -5%[46.1 µM]
- CBFb RUNX1 block = 5%
- Luc counter = 1%
- HTT aggregate = -8%
- IMPase Li cell = -7%[38.3 µM]
- L3MBTL1 inh = 6%

Cc1cc(C(=O)CSc2nc(N)cc(=O)[nH]2)c(C)n1CCc1ccc(F)cc1
- Epigenetic derep = -0.2%
- NPSR antag = -21%[46.1 µM]
- CBFb RUNX1 block = -10%
- Luc counter = -2%
- HTT aggregate = ?
- IMPase Li cell = 12%[38.3 µM]
- L3MBTL1 inh = -11%

The listing continues.
Keys – A = Epigenetic derep; B = NPSR antag; C = CBFb RUNX1 block; D = Luc counter; E = HTT aggregate; F = IMPase Li cell; G = L3MBTL1 inh
CCCCCCCc1cc2c(cn1)=C(OC)C(C)(OC(C)=O)C(=O)C=2Cl (stereo unspecified)
  A = -0.1% | B = · | C = -5% | D = -1% | E = · | F = 6% | G = ·
Cc1cc2ccccn2c1C(=O)c1ccc(S(=O)(=O)N(C)C)cc1
  A = -0.4% | B = 8% | C = -11% | D = · | E = ? | F = 18% | G = ·
CCOc1ccccc1NC(=O)CSCC(=O)Nc1ccccc1
  A = -2.3% | B = -29%[46.1 µM] | C = -4% | D = 0% | E = 13% | F = 16%[38.3 µM] | G = ·
O=C(O)c1sc2cccc(Cl)c2c1Cl
  A = 5.7% | B = 28% | C = -8% | D = -1% | E = 7%[9.22 µM] | F = 7% | G = 18%
O=C(COc1ncnc2ccccc12)Nc1cc(S(=O)(=O)N2CCOCC2)ccc1Cl
  A = -3.8% | B = -7% | C = 5% | D = · | E = 5%[9.22 µM] | F = · | G = -12%
Cc1c(N=C2N=C(NC(=O)c3cccs3)c3ccccc32)c(=O)n(-c2ccccc2)n1C
  A = -1.5% | B = -45% | C = 5% | D = -1% | E = 16% | F = 16% | G = 9%
COc1ccc(S(=O)(=O)N(CCC#N)Cc2ccco2)cc1OC
  A = 0.0% | B = -12% | C = 4% | D = · | E = -1%[9.22 µM] | F = · | G = 3%
O=S1(=O)C=C(Oc2ccc3ccccc3c2)c2ccccc21
  A = 0.4% | B = -14%[46.1 µM] | C = 8% | D = 3% | E = -13% | F = 4%[38.3 µM] | G = -7%
COC(=O)Cc1c(C)nc2nc(NCc3ccccc3OC)[nH]n2c1=O
  A = -1.9% | B = -2%[46.1 µM] | C = -3% | D = -2% | E = -15% | F = -5%[38.3 µM] | G = -3%
CC(=O)c1cnc(SCc2ccc(Cl)cc2)nc1C
  A = -1.3% | B = -6% | C = 16% | D = -1% | E = 17%[9.22 µM] | F = 6% | G = 81%[activator]
CCN(Cc1cc2cc(C)ccc2[nH]c1=O)C(=O)c1cccc([N+](=O)[O-])c1
  A = -0.6% | B = -9% | C = 4% | D = · | E = -6%[9.22 µM] | F = · | G = 5%
O=C(CCc1nc(-c2ccccc2)no1)NCc1ccco1
  A = -1.0% | B = -15%[46.1 µM] | C = -5% | D = -10% | E = 15% | F = -27%[38.3 µM] | G = -7%
CCC(c1nnnn1CCc1ccccc1)N(Cc1ccco1)Cc1cc2c(C)ccc(C)c2[nH]c1=O (stereo unspecified)
  A = -1.8% | B = ? | C = 10% | D = -3% | E = ? | F = 17%[38.3 µM] | G = -1%
O=C(NCCCN1CCOCC1)c1sc2ccccc2c1Cl
  A = -4.9% | B = -20% | C = 3% | D = -6% | E = 15%[9.22 µM] | F = -2% | G = -3%
Clc1ccc(Nc2ncn[nH]2)cc1
  A = -0.9% | B = -1%[46.1 µM] | C = 1% | D = 1% | E = -14% | F = -17%[38.3 µM] | G = -2%
